FH mod – Identification of activators of human fumarate hydratase by quantitative high-throughput screening; Potency, µM (series often up to 79.9 µM), for the others: at the top dose activity change, negative = inhibition, most hits filed as inhibitors; FH coupled MDH/diaphorase resazurin fluorescence, 15 min; 54,000 compounds, 0.22% hits; Fumarate hydratase, mitochondrial (Homo sapiens), P07954; also: potency is read from the fitted curve at half-maximal effect; % is scaled to controls: 0 for no effect and ±100 for the full control effect; the screen sought activators but most active calls are inhibition curves; nearly all actives have a fitted effect of over 45% in size
GALK inhibitor – inhibitors of human galactokinase (GALK) | 44,000 tested, under 10 active | P51570 | Potency, µM (doses to about 57.5 µM), inactives show at the highest dose activity, negative = inhibition, most hits filed as inhibitors | recombinant GALK, Kinase-Glo ATP luminescence, 1 h;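 also: plate controls were full GALK reaction for no effect and reaction lacking GALK for full effect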
Target sequence (P51570 whole entry, looked up): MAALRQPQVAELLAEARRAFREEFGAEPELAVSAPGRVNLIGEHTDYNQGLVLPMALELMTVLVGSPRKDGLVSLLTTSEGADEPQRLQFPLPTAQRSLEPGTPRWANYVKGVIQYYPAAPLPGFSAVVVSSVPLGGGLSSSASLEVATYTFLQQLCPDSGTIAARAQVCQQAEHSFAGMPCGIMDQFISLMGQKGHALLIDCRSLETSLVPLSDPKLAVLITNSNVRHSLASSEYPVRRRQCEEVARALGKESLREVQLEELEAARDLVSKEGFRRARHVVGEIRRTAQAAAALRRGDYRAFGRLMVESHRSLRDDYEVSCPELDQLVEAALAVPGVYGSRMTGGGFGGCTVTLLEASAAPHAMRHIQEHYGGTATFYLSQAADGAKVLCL
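Human GALK (5 nM) was incubated with 35 uM ATP and 100 uM galactose in 20 mM HEPES pH 8.0 with MgCl2, NaCl, DTT and BSA for 1 h at room temperature. Remaining ATP was measured by Kinase-Glo Plus luminescence.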
p53null 32C tox – kills p53 null cells at the permissive temperature; H1299-neo p53 null cells, ATP luminescence, 24 h, 32C; Potency, µM (highest dose often 46.1 µM), inactives show top-dose activity change, negative = cytotoxicity, actives largely listed as cytotoxic; 55,000 compounds, 0.62% hits;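 also: potency is read from the fitted curve at half-maximal effect; 0% = DMSO only and -100% = full killing by 100 µM tamoxifen; nearly all actives have a fitted effect of over 55% in size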
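We seeded p53-null H1299-neo cells, incubated them overnight at 37C, and added compounds across a range up to 46 uM. After 24 hours at 32C, ATP reagent was applied for 20 min at room temperature and luminescence recorded.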
PTAP-TSG101 blk – TSG101-PTAP interaction inhibition, HIV-1 budding; AID 1347069; Q99816; Fluorescence polarization, FITC-PTAP peptide/Tsg101, 20 min; 44,000 tested, under 10 active; Potency, µM (highest dose often 115 µM), inactives show at the top dose activity change, negative = inhibition, actives largely listed as inhibitors; also: potency is read from the fitted curve at half-maximal effect; 0% is about no effect
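Steps: Tsg101 binding domain (10 uM final) in HEPES pH 7.5/NaCl/Tween 20/EDTA/TCEP; add compound; add FITC-PTAP peptide (50 nM final); incubate 20 min r.t.; read polarization.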
p53null 39C kill – p53 null cell cytotoxicity, nonpermissive temperature | H1299 p53-null (neo) cells, 39C, ATPlite viability, 24 h | Potency, µM (titrated, usually from 46.1 µM), for the others: at the top dose activity, negative = cell killing, actives largely listed as cytotoxic | 55,000 compounds, 0.97% hits | AID 904;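 also: potency is read from the fitted curve at half-maximal effect; 0% = DMSO only and -100% = full killing by 100 µM tamoxifen; nearly all actives have a fitted effect of over 50% in size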
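H1299 lung cancer cells, p53-null (H1299-neo) or expressing p53 A138V (H1299-p53A138V), were plated overnight at 37C, then exposed to compounds at up to 46 uM for 24 hr at 39C. Viability was read by ATP-based luminescence.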
B2AR arrestin ag – agonists recruiting beta-arrestin to human beta2-adrenergic receptor; P07550; HTLA Tango cells, beta-arrestin recruitment, luciferase luminescence, 18 h; Potency, µM (top dose mostly 46.1 µM), inactives show at the top dose activation, actives largely listed as activators; 44,000 tested, under 10 active; AID 1347077;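 also: potency is read from the fitted curve at half-maximal effect; 0% = DMSO and full agonism = EC100 isoproterenol or metaproterenol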
Target sequence (P07550 whole entry, looked up): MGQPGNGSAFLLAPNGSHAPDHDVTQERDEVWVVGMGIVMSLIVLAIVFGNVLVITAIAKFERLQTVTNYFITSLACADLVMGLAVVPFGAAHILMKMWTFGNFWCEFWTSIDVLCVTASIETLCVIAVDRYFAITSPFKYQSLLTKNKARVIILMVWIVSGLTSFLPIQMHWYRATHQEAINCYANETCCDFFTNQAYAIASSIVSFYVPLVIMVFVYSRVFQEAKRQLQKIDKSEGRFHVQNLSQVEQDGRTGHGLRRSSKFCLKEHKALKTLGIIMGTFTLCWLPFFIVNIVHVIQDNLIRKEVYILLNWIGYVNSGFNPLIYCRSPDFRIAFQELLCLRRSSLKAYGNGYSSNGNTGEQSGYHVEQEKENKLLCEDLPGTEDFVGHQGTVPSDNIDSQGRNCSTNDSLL
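Tango cell line, 1% FBS DMEM; cpd titration up to 46 microM; 18 hr, 37 degrees C, 5% CO2. Luciferin/ATP substrate mix added, 15 min RT, luminescence. %Activity, CRC fitting, curve-class categorization.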
NTMT1 inh – blocks human N-terminal methyltransferase 1 activity; Q9BV86; Potency, µM (series often up to 114 µM), inactives show at the top dose activity change, negative = inhibition, usual class: inhibitors; 59,000 compounds, 2.5% hits; NTMT1 MTase-Glo SAH luminescence, purified enzyme;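 also: potency is read from the fitted curve at half-maximal effect; plate controls were DMSO vehicle for no effect and no enzyme for full effect; nearly all actives have a fitted effect of over 65% in size; many of its hits are not listed in these tables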
Target sequence (Q9BV86 whole entry, looked up): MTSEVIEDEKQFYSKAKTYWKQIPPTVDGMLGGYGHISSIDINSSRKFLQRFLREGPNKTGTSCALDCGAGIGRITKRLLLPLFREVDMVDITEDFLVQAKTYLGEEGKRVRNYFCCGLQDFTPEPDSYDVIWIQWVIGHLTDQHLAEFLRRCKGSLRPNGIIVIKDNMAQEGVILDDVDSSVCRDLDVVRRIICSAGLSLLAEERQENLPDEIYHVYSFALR
* hit, by the source's call; ? = inconclusive; nt = no result given; [ ] = another dose, or the depositor's remark. Calls follow the shape of the dose curve; as a rule, active = well fitted curve in the direction sought with a large enough effect; inconclusive = small, poorly fitted or top-dose-only effect, or another doubt; inactive = no such curve, though single readings can be large; an effect the other way counts as inactive or inconclusive.

Structure | FH mod | GALK inhibitor | NTMT1 inh | B2AR arrestin ag | PTAP-TSG101 blk | p53null 32C tox | p53null 39C kill
Cc1ccc(Cl)cc1NC(=O)Cn1c(=O)n(Cc2ccc(C(=O)NCc3ccc4c(c3)OCO4)cc2)c(=O)c2ccccc21 | 5% | 3% | 13% | 0% | 2% | 4% | -9%
CC(=O)c1cccc(NC(=O)c2cc(-c3ccc(Cl)s3)nc3ccccc23)c1 | -2% | 7% | 8% | 0% | 0% | -12% | -15%
CC(=O)c1ccc(NC(=O)c2ccc(-n3cnnc3)cc2)cc1 | 1% | 0% | 5% | 0% | -10% | 3% | 8%
COc1cccc(-c2cn3c(n2)sc2cc(C(=O)NCCCc4ccccc4)ccc23)c1 | -10% | 3% | 4% | 1% | 1% | 2% | ?
CN(c1ccc(F)cc1)S(=O)(=O)N1CCCC(C(=O)NCCc2ccccc2)C1 (stereo not drawn) | 2% | 0% | 8% | 0% | 0% | -3% | -11%
CSc1ccc(CCNC(=O)C2=C(C)C(=O)OC23CCCCC3)cc1 | 0% | 9% | -4% | -2% | 0% | 0% | -3%
COc1ccc(CNCCC(c2ccc(C)cc2)c2ccco2)cc1 (stereo not drawn) | -6% | 3% | ? | -2% | 1% | 7% | 6%
O=C(NCc1ccc(Cl)cc1)c1ccc(CNS(=O)(=O)c2ccc(F)cc2)cc1 | -7% | -3% | 12% | -1% | 2% | 16% | 2%
COc1cccc2c1cc1c(=O)n(CC(=O)NC3CCCCC3)nc(C)n12 | -1% | -11% | 17% | 1% | -4% | -1% | 2%
CCOC(=O)C1CCCN(C(=O)c2ccc(NC(=O)c3nsc4ccccc34)cc2)C1 (stereo not drawn) | -15% | 0% | ? | 1% | -2% | ? | ?
Fc1cccc(Cl)c1CNc1n[nH]c(-c2ccco2)n1 | 1% | 0% | -26% | -5% | 0% | -15% | ?
Cc1c(C(=O)Nc2cccc(C(F)(F)F)c2)oc2ccc3c(c12)C(=O)CC(C)(C)O3 | -10% | 1% | 1% | 2% | 3% | ? | -30%
CCc1ccc(NC(=O)c2cc(S(=O)(=O)N3CCCCCC3)ccc2F)cc1 | -15% | -1% | 13% | 3% | 0% | -13% | 13%
COc1cccc(C(=O)Nc2ccc(S(=O)(=O)N(Cc3ccccc3)c3ccccc3)cc2)c1 | -15% | -2% | 3% | -4% | -1% | 0% | 10%
Cn1ccc2c(OCC(=O)Nc3cc(C(F)(F)F)ccc3Cl)cccc2c1=O | -4% | 1% | -13% | -2% | 1% | -1% | 9%
CC(CNC(=O)c1csc2c1CCCCC2)c1ccccc1 (stereo not drawn) | -6% | 0% | 3% | -2% | 1% | -9% | -20%
Cc1cccc(C(=O)Nc2ccc(S(=O)(=O)N3CCCCC3c3cccnc3)cc2)c1 (stereo not drawn) | -27% | 1% | -6% | 1% | -10% | 14% | 12%
c1ccc(N2CCN(c3ncnc4c3nc3n4CCCCC3)CC2)cc1 | -5% | 6% | -15% | -1% | -6% | 1% | -27%
Cc1ccc(CNC(=O)Cn2c(=O)n(Cc3ccc(F)cc3)c(=O)c3sc4ccccc4c32)cc1 | 0% | 9% | 2% | 0% | -3% | -1% | -4%
CCOC(=O)Cn1nc(C)c(NC(=O)COc2ccc(OC)cc2)c1C | -12% | 8% | -15% | 0% | 2% | -6% | 11%
CCc1ccc(C2=NN(CCC(=O)NCCc3ccc(Cl)cc3)C(=O)CC2)cc1 | -28% | -1% | -10% | -1% | -2% | 20% | 0%
O=C(Nc1cccs1)Nc1ccc(F)cc1F | 6% | -10% | -8% | -1% | -3% | 1% | 27%
O=C(NCC(c1ccco1)S(=O)(=O)c1cccs1)c1ccccc1F (stereo not drawn) | -30% | -1% | 4% | -3% | -2% | -3% | 4%
COc1ccccc1CNC(=O)c1cnc2sc(N3CCOCC3)nn2c1=O | -9% | 0% | -5% | -1% | 0% | -4% | -4%
Cc1ccccc1Cn1c(=O)n(CCCCC(=O)NCCc2ccccc2)c(=O)c2ccccc21 | -10% | -4% | -2% | 1% | -6% | 4% | -17%
COc1ccc(C(=O)Nc2ccc3oc(-c4ccc(F)cc4Cl)nc3c2)cc1 | 0% | 2% | ? | 1% | 0% | -9% | 0%
COc1ccc(-c2nc(S(=O)(=O)c3ccccc3)c(N3CCC(C)CC3)o2)cc1 | -27% | 2% | -7% | 0% | 2% | 3% | -9%
Clc1ccccc1CNc1nc2ccccc2c2nc(-c3ccccc3)nn12 | -13% | 1% | 5% | -1% | -1% | -3% | -7%
Cc1ccc(C(c2sc3nc(-c4ccco4)nn3c2O)N2CCC3(CC2)OCCO3)cc1 (stereo not drawn) | -6% | -1% | 4% | -3% | -1% | 4% | -4%
Cc1ccc(NC(=O)CSc2nc(-c3ccco3)nc3cc(=O)[nH]n23)cc1 | nt | 3% | nt | 0% | 0% | 8% | -6%
Cc1ccc2c(c1)N(CC(=O)Nc1ccccc1C(F)(F)F)C(=O)c1cccnc1O2 | -5% | -6% | -17% | 0% | -1% | -10% | -8%
COCCCn1c(SCC(=O)Nc2ccc(OC)cc2)nc2c(sc3ccccc32)c1=O | 2% | -9% | 11% | 0% | 0% | -8% | 18%
Cc1ccc(-c2nc(SCC(=O)NCC3CCCO3)c(-c3ccc(C)cc3)[nH]2)cc1 (stereo not drawn) | 12% | -10% | -3% | 1% | -1% | -1% | -17%
COc1ccc(-c2cc(C(F)(F)F)nc(SCC(=O)Nc3ccc(O)cc3)n2)cc1OC | -3% | 4% | -2% | -1% | 1% | -6% | -10%
COc1cccc(CSc2nc3n(n2)C(c2cccs2)C(C(=O)Nc2ccccc2C)=C(C)N3)c1 (stereo not drawn) | 2% | -1% | 15% | -3% | 4% | 2% | 2%
COc1ccccc1Nc1nn2c(=O)c3ccc(C(=O)Nc4ccc(F)cc4)cc3nc2s1 | -3% | -4% | -9% | -1% | 1% | -1% | 12%
COC(=O)c1ccc(NC(=O)Cn2c(=O)nc(-c3ccccc3)c3ccccc32)cc1 | -16% | -2% | 8% | 0% | 0% | -7% | -2%
Fc1ccc(-c2cc(-c3nc(-c4ccccc4)no3)[nH]n2)cc1 | -24% | 5% | -22% | 0% | 1% | -7% | 4%
Cc1ccc(C(=O)n2nc(C)c(S(=O)(=O)N3CCCCCC3)c2C)cc1C | -1% | 0% | -21% | 0% | 0% | -1% | 5%
Cc1cccc(C)c1OCCCn1c(CCNC(=O)C2CCCCC2)nc2ccccc21 | ? | 6% | 3% | -3% | -3% | -4% | 16µM*
Cc1ccc(C)c(N2C(=O)N(Cc3cccc(C(F)(F)F)c3)c3ccccc3S2(=O)=O)c1 | -10% | 4% | -6% | -2% | -9% | -8% | 3%
CCC(C)NC(=O)C(=O)Nc1c2c(nn1-c1ccccc1)CS(=O)(=O)C2 (stereo not drawn) | 2% | 0% | 11% | -4% | 6% | -12% | 16%
Cc1ccc2c(c1)N(C(=O)Nc1ccc(Br)cc1F)CCO2 | -5% | 2% | -3% | 2% | -4% | -9% | 6%
Cn1c(SCc2ccc(Br)cc2)nc2c([nH]c3ccccc32)c1=O | -1% | 2% | 7% | 0% | 1% | 5% | 21%
O=C(Nc1ccc(F)cc1F)C1CCN(c2ncccn2)CC1 | -1% | -1% | 9% | -2% | -1% | 3% | -14%
Cc1ccc(OCC(=O)Nc2ccccc2C(=O)OCc2cc(=O)n3c(C)csc3n2)cc1 | -5% | -5% | -8% | 0% | -2% | -3% | -8%
COc1ccc(NC(=O)Cn2c(SCc3cc(C)ccc3C)nc3ccncc32)c(OC)c1OC | ? | -1% | 0% | -4% | -3% | 6% | ?
O=C(CSc1nnc(NC(=O)NC2CCCCC2)s1)Nc1ccccc1F | -6% | -11% | -17% | -3% | 0% | 10µM* | ?
COc1ccc(-c2nc3ccccc3n2Cc2ccc(C(C)C)cc2)cc1 | ? | 6% | 0% | 0% | -8% | 9% | ?
Cc1ccc(C(=O)NCC(=O)OCc2cc(=O)n3nc(C4CC4)sc3n2)cc1 | 5% | 1% | -9% | 0% | -1% | 6% | -15%
Cc1c(CN(C)C(=O)c2cc(-c3ccccc3)nc3ccc(Br)cc23)cnn1C | -7% | 5% | -10% | 0% | -7% | -14% | ?
O=S(=O)(NCc1ccc(F)cc1)c1ccc2[nH]c3c(c2c1)CCCCC3 | ? | -5% | -23% | 0% | -2% | 31%[activator] | ?
CCc1ccc(NC(=O)Cn2c(=O)n(-c3ccc(Cl)c(Cl)c3)c(=O)c3c(C)c(C)sc32)cc1 | -5% | 2% | -3% | 1% | 1% | 9% | -12%
COc1cccc(N2CCN(C(=O)C(CCSC)NS(=O)(=O)c3ccc4c(c3)oc(=O)n4C)CC2)c1 (stereo not drawn) | -25% | 0% | ? | -1% | 1% | 0% | 9%
Cn1cc(CCCC(=O)NCc2cccc(Br)c2)c2ccccc21 | -21% | 1% | 31%[activator] | 0% | 0% | 3% | -25%
O=C(CCCCCn1c(=O)[nH]c2ccccc2c1=O)NCc1ccc(Cl)cc1 | -15% | 1% | ? | -3% | -1% | 5% | 4%
Cc1cccc(NC(=O)CSc2nc3ccccc3c3nc(CCc4c(C)n[nH]c4C)nn23)c1 | -10% | -2% | -2% | -1% | -6% | ? | ?
COc1ccc(NC(=O)c2cc3c(s2)-c2c(C)cccc2OC3)cc1Cl | 5% | -10% | -30% | 0% | 7% | -12% | -1%
CCC(C(=O)N1CCN(c2ccccc2)CC1)n1nc(C)c2sc3ccccc3c2c1=O (stereo not drawn) | -3% | 3% | -21% | -2% | -3% | -6% | 9%
CCCCn1cc2c(c1-c1ccccc1Br)c(=O)n(C)c(=O)n2C | 5% | -4% | -29% | 0% | -5% | 0% | -14%
Cn1c(=O)c2c(-c3ccccc3)n3c(c2n(C)c1=O)C(c1ccco1)Nc1ccccc1-3 (stereo not drawn) | nt | -10% | nt | -2% | 1% | -5% | -2%
COc1cccc(C(=O)N(Cc2cccc(Cl)c2)Cc2ccco2)c1 | -13% | 6% | 7% | 0% | -2% | 17% | 25%
Cc1c(C)n(C)c2ccc(C(=O)NCCCN3CCCCC3C)cc12 (stereo not drawn) | 14% | -2% | ? | 1% | 2% | 0% | 5%

A portion of the library, so the mix of outcomes need not match the whole.
